# From PubChem
# S1P3 antagonist: antagonists of human S1P3 receptor. Q99500. CHO S1P3 NFAT-BLA reporter, FRET fluorescence, antagonist mode. inhibition, % at 4.98 µM. 170,000 tested, 0.27% active;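 active = inhibition above the plate cutoff, the mean inhibition of test wells on that plate plus 3 SD, cut at about 28% in these data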;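 also: cells challenged with S1P at its EC80 of 0.8 µM; blue over green emission ratio from cleaved BLA substrate after 4 h stimulation; 0% = S1P-stimulated wells and 100% = unstimulated DMSO-only wells; some compounds past the cut are filed as inactive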
# Target sequence (Q99500 whole entry, looked up): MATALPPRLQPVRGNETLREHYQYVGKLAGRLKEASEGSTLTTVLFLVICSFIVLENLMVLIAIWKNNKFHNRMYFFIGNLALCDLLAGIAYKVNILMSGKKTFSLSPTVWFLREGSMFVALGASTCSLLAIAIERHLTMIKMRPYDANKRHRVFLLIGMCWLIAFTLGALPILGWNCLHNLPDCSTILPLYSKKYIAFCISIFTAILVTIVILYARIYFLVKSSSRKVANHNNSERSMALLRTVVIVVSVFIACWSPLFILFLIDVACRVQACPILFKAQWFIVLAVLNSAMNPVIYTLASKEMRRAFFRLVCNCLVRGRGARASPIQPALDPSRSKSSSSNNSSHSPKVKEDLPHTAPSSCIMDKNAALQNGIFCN
# PPARg SRC1 recr: PPARgamma-driven SRC-1 recruitment agonism; AID 631; 200,000 tested, 0.41% active; P37231; PPARgamma-SRC-1 coactivator recruitment biochemical assay; activation, % at 8 µM; in the data active = activation above about 19%;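 also: 0% = DMSO and 100% = reference agonist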
# Diaph act CS: activates diaphorase or chemically reduces, flagging diaphorase assay artifacts. Diaphorase/resazurin coupled assay, resorufin fluorescence, 16 min; stronger effect = higher value; 1 = vehicle wells, 0 = NADH-free wells. activation factor at 20 µM. 190,000 tested, 0.005% active. AID 1229;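 active = diaphorase activity raised at least twofold by the compound at 20 µM; inactive = activation factor below 2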
#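 Test system: Clostridium kluyveri diaphorase, purified enzyme; input: enzyme 0.07 U/mL final; buffer or medium: 50 mM HEPES pH 7.4 with 4.542 mM MgCl2, 0.005% Tween 20; also added: 0.114 mM NADH and 0.1 mM resazurin, final amounts; schedule: 16 min enzyme reaction, ambient temperature; technique: fluorescence of resorufin, 544 nm excitation, 590 nm emission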
# ROMK primary: modulators of human ROMK potassium channel; P48048; Tet-inducible ROMK, thallium flux fluorescence; actives lie on both sides; B-score at 10 µM; 130,000 tested, 2% active; AID 1918;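 active = signal ratio slope over the read window, or its plate-corrected B-score, at least 3 SD from the plate mean, either direction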;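 also: B-score of the F/F0 ratio slope over 7 to 12 s after thallium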
# Diaph inh CS: inhibits diaphorase or chemically oxidizes, flagging diaphorase assay artifacts; diaphorase resazurin-to-resorufin fluorescence, NADH, 16 min; bacterial (C. kluyveri) enzyme, not human; inhibition, % at 20 µM; 190,000 tested, 0.69% active;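 active = primary screen inhibition at 20 µM above a set limit, cut at about 50% in these data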;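 also: plate controls were DMSO with full reaction for no effect and wells lacking NADH for full effect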
#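 Test system: Clostridium kluyveri diaphorase enzyme / Quantity: diaphorase at 0.14 U/mL in enzyme working solution / Incubation: 16-min room-temperature incubation before reading / Benchmarks: NADH-free wells as positive control, DMSO-only neutral wells / Signal: resorufin fluorescence 544/590 nm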
# G6PDH CS: inhibits Leuconostoc G6PDH, flagging false hits in G6PDH-based assays; Purified L. mesenteroides G6PDH, diaphorase/resazurin coupled fluorescence, 45 min; inhibition, % at 5 µM; 200,000 tested, 0.12% active; in the data active = inhibition above about 50%
# SRC2 TRFRET art: counter-screen for PPARgamma SRC-2 recruitment agonists: TR-FRET artefact; stronger effect = higher value; TR-FRET ratio at 8 µM; 200,000 tested, 0.4% active; AID 1049; in the data active = TR-FRET ratio above about 2000; also: inactives centre near 1500
# PPARg SRC3 recr: agonists of human PPARgamma SRC-3 coactivator recruitment; P37231; biochemical PPARgamma/SRC-3 coactivator recruitment assay; activation, % at 8 µM; 200,000 tested, 0.26% active; AID 731; in the data active = activation above about 23%;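 also: 0% = DMSO and 100% = reference agonist; some compounds past the cut are filed as inactive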
# PMI act hi M6P: increases human PMI activity with near-saturating mannose 6-phosphate | P34949 | coupled PMI enzyme assay, resazurin fluorescence, 20 min; stronger effect = higher value; 1 = untreated enzyme, 0 = substrate-free blank | activation factor at 20 µM | 190,000 tested, 0.34% active | AID 1216;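 active = activation factor of 2 or more at 20 µM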
# Target sequence (P34949 whole entry, looked up): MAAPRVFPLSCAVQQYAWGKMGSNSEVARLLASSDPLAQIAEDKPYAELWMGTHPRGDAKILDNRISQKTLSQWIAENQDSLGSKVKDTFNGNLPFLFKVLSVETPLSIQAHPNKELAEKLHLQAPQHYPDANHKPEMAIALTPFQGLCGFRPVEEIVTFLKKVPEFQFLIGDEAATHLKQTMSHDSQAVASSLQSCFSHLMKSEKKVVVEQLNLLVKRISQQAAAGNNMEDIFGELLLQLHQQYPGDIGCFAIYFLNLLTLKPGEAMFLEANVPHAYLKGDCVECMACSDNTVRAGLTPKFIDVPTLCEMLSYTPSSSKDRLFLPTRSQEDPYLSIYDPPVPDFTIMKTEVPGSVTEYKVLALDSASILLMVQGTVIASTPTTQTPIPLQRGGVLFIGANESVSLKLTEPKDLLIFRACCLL
#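 Test system: human PMI in coupled enzyme assay; Input: PMI at 15 ng/mL final; Medium: HEPES buffer, pH 7.4; Schedule: 20 min incubation at room temperature; Technique: resorufin fluorescence at Ex 544/Em 590 nm; Compound: 20 µM single dose; Probe or stimulus: Near-saturating mannose-6-phosphate, 1.0 mM.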
# PPARg SRC2 recr: promotes SRC-2 coactivator recruitment by human PPARgamma. PPARgamma LBD-SRC-2 recruitment, biochemical. P37231. activation, % at 8 µM. AID 1032. 200,000 tested, 0.34% active; in the data active = activation above about 22%;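 also: 0% = vehicle and 100% = reference agonist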
# PMI activator: phosphomannose isomerase (human) activation | P34949 | purified human PMI, coupled resazurin fluorescence, 20 min; stronger effect = higher value; 1 = vehicle control, 0 substrate-free wells | activation factor at 20 µM | 190,000 tested, 0.005% active | AID 1214;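 active = activation factor of 2 or more at 20 µM, relative to plate controls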
# Active calls of the source: *; / = no result given.
entry	SMILES	S1P3 antagonist	PPARg SRC1 recr	Diaph act CS	ROMK primary	Diaph inh CS	G6PDH CS
1	CC(C)C12CN3CC(C(C)C)(CN(C1)C31C(=O)Nc3ccccc31)C2=O (centres undefined)	-32	3	1	/	3	-3
2	O=C(CSc1nnc(Cc2ccccc2)o1)Nc1ccc(Br)cn1	-4	0	1	/	4	-1
3	O=C(O)CCCCNCc1ccccc1	/	2	1.2	0.93	-19	18
4	COc1ccc(NC(=S)NC(=O)/C=C/c2ccco2)cc1	-24	6	0.9	1.2	6	-3
5	CCOC(=O)n1c(=O)n(Cc2ccc(Cl)c(Cl)c2)c2ccccc21	/	6	0.8	/	20	-13
6	CCOC(=O)CC1C(=O)NCCN1S(=O)(=O)c1ccc(OC)cc1 (centres undefined)	-6	-5	1	0.88	5	8
7	O=C(O)c1ccccc1C(=O)Nc1n[nH]c(=S)s1	5	4	0.9	/	10	2
8	O=C(NCc1cccnc1)c1c(F)c(F)c(F)c(F)c1F	8	-5	0.9	/	6	8
9	Cc1ccc(N2C(=O)CC(Sc3ccccc3C(=O)O)C2=O)cc1C (centres undefined)	-2	4	0.9	0.33	8	1
10	COC(=O)c1cc2c(=O)n3ccccc3nc2n(C(C)C)c1=N	1	0	/	/	/	/
11	Cc1cc(C)c(S(=O)(=O)N(C)Cc2cnn(C)c2)c(C)c1	-13	2	0.9	/	9	1
12	Cc1ccc(/C=N/Nc2nc3ccccc3s2)o1	15	1	0.9	0.53	9	-22
13	C[C@H](N)c1nnc(SCc2ccc(Cl)cc2Cl)o1	6	-4	0.9	/	8	2
14	COc1ccccc1N=Cc1c(C)[nH]n(-c2ccc(C)cc2C)c1=O	-11	2	0.8	/	20	10
15	COCC(=O)NNC(=S)Nc1cccc(C)c1C	4	8	1	0.86	4	-6

entry	SRC2 TRFRET art	PPARg SRC3 recr	PMI act hi M6P	PPARg SRC2 recr	PMI activator
1	1532	12	1	7	1.1
2	1706	11	1	5	1
3	1461	-9	1.1	2	1.1
4	1752	8	0.9	10	0.9
5	1721	13	0.9	5	0.9
6	1341	-1	1	-2	1
7	1637	-6	1.1	6	0.6
8	1466	-20	0.9	-4	0.9
9	1635	3	1.1	7	1.1
10	1644	1	/	14	/
11	1605	3	1	5	1
12	1645	0	1	8	0.9
13	1318	-1	1	3	1
14	1508	5	0.9	-4	1
15	1518	0	1	2	1.1

# Next compounds follow.
entry	SMILES	S1P3 antagonist	PPARg SRC1 recr	Diaph act CS	ROMK primary	Diaph inh CS	G6PDH CS
16	COc1ccc(C2=NOC(C(=O)NCc3ccc(F)cc3)C2)cc1OC (centres undefined)	7	-2	0.8	/	16	-17
17	Clc1ccccc1-c1nnc2sc(-c3ccc4c(c3)OCO4)nn12	-3	8	1	0.15	2	-51
18	Nc1nc(SCC(=O)Nc2ccc3c(c2)CCC3)n[nH]1	-16	-2	1	-0.85	2	4
19	N#CCCN(Cc1cccnc1)C(=S)NC(=O)C1CC1	-13	2	0.9	0.31	5	7
20	COc1ccc(N(C(=O)c2cccnc2)S(=O)(=O)c2cccs2)cc1	3	10	1	0.51	4	18
21	Cc1ccc(N2C(=O)N(CC(=O)Nc3cc(C)cc(C)c3)C(=O)C2C)cc1 (centres undefined)	-9	7	0.8	-0.99	23	6
22	COc1ccc(OCCOc2ccccc2[N+](=O)[O-])cc1	0	-1	0.9	/	12	-9
23	CN(CCNC(=O)CN1CCN(Cc2ccccc2Cl)C1=O)Cc1ccccc1	/	-4	1.1	-1.2	-7	5
24	O=P(c1ccccc1)(c1ccccc1)C(c1ccco1)N1CCOCC1 (centres undefined)	0	1	0.6	0.68	41	4
25	O=C(Cn1nnc(-c2ccc3c(c2)OCO3)n1)N1CCOCC1	-30	-6	0.9	/	5	1
26	COc1ccccc1N1CCN(S(=O)(=O)c2ccccc2F)CC1	12	-2	0.9	/	13	14
27	Fc1cc(F)cc(-c2oncc2-c2nnnn2-c2ccccc2)c1	/	1	1	/	3	9
28	Cc1cccc(-c2noc(CN(C(=O)C(c3ccccc3)c3ccccc3)C(C)C)n2)c1	/	2	0.7	/	27	-3
29	CCOC(=O)Nc1cc2c(C)cc(=O)oc2cc1C	0	2	1	0.068	1	7
30	CCOC(=O)C(C(C)=O)=C1SC2CS(=O)(=O)CC2S1 (centres undefined)	24	0	0.8	-0.098	17	0

entry	SRC2 TRFRET art	PPARg SRC3 recr	PMI act hi M6P	PPARg SRC2 recr	PMI activator
16	1441	6	1	-4	0.9
17	1670	7	1	7	0.5
18	1595	2	1.1	-1	1
19	1542	7	1	4	1
20	1201	1	1.1	-1	1
21	1937	2	0.8	3	0.8
22	1519	4	1	18	0.9
23	1482	-7	1	4	1.1
24	1569	-6	1.1	-4	1
25	1623	10	0.9	8	0.8
26	1301	-3	0.9	-12	0.8
27	1457	2	1.1	-2	1.1
28	1773	1	0.9	12	0.9
29	1523	2	1	-2	0.9
30	1456	-12	0.9	-7	1

# An excerpt from above in order of count of non-hydrogen atoms, ascending:
entry	SMILES	S1P3 antagonist	PPARg SRC1 recr	Diaph act CS	ROMK primary	Diaph inh CS	G6PDH CS
3	O=C(O)CCCCNCc1ccccc1	/	2	1.2	0.93	-19	18
13	C[C@H](N)c1nnc(SCc2ccc(Cl)cc2Cl)o1	6	-4	0.9	/	8	2
18	Nc1nc(SCC(=O)Nc2ccc3c(c2)CCC3)n[nH]1	-16	-2	1	-0.85	2	4
8	O=C(NCc1cccnc1)c1c(F)c(F)c(F)c(F)c1F	8	-5	0.9	/	6	8
25	O=C(Cn1nnc(-c2ccc3c(c2)OCO3)n1)N1CCOCC1	-30	-6	0.9	/	5	1
6	CCOC(=O)CC1C(=O)NCCN1S(=O)(=O)c1ccc(OC)cc1 (centres undefined)	-6	-5	1	0.88	5	8
20	COc1ccc(N(C(=O)c2cccnc2)S(=O)(=O)c2cccs2)cc1	3	10	1	0.51	4	18
16	COc1ccc(C2=NOC(C(=O)NCc3ccc(F)cc3)C2)cc1OC (centres undefined)	7	-2	0.8	/	16	-17
23	CN(CCNC(=O)CN1CCN(Cc2ccccc2Cl)C1=O)Cc1ccccc1	/	-4	1.1	-1.2	-7	5
28	Cc1cccc(-c2noc(CN(C(=O)C(c3ccccc3)c3ccccc3)C(C)C)n2)c1	/	2	0.7	/	27	-3

entry	SRC2 TRFRET art	PPARg SRC3 recr	PMI act hi M6P	PPARg SRC2 recr	PMI activator
3	1461	-9	1.1	2	1.1
13	1318	-1	1	3	1
18	1595	2	1.1	-1	1
8	1466	-20	0.9	-4	0.9
25	1623	10	0.9	8	0.8
6	1341	-1	1	-2	1
20	1201	1	1.1	-1	1
16	1441	6	1	-4	0.9
23	1482	-7	1	4	1.1
28	1773	1	0.9	12	0.9

# Other compounds:
entry	SMILES	S1P3 antagonist	PPARg SRC1 recr	Diaph act CS	ROMK primary	Diaph inh CS	G6PDH CS
31	N=C1c2ccccc2CN1NC(=O)c1cccc(S(=O)(=O)N2CCOCC2)c1	-7	10	0.9	/	13	-17
32	Cc1ccc(S(=O)(=O)N(C)C)cc1-n1c(SCC(=O)Nc2ccc(F)cc2)nc2ccccc2c1=O	-3	0	0.8	/	20	7
33	C#Cc1ccc([C@@H]2C=C(C(=O)N3CCOCC3)O[C@H](OCC)[C@H]2CCCO)cc1	-24	7	0.8	/	16	15
34	CCc1c(C(C)S(=O)(=O)c2ccc(C)cc2)[nH]c(=O)n1-c1ccc(OC(F)(F)F)cc1 (centres undefined)	/	4	1	/	1	3
35	CC(C)(C)c1ccc(OCCCC(=O)N2CCOCC2)cc1	2	-3	0.9	0.76	12	9
36	Cc1ccc(-c2nnc(SCC(=O)Nc3ccc(S(=O)(=O)N4CCCCCC4)cc3)o2)cc1	0	2	1.3	/	-33	13
37	CCCn1c(NC(=O)c2ccc(Cl)c(S(=O)(=O)N3CCCC3)c2)nc2ccccc21	-9	5	0.7	-0.5	32	-1
38	N#Cc1ccc(-c2ccc(Cl)cc2)nc1SCC(=O)c1cccc(Cl)c1	/	-3	1.1	1.6	-10	0
39	CC(=O)c1cc(-c2ccccc2)n(CCC(=O)NCc2cccs2)c1C	-33	-3	0.9	/	11	-3
40	Cc1nnsc1C(=O)NC1CCCCC1	/	13	0.9	/	7	-2
41	COc1ccc(-c2cc(N)n(CCC#N)n2)c(OC)c1	-7	-6	0.9	/	8	3
42	COc1ccc(-c2nnc(SCC(=O)N3CCCCC3)o2)c(OC)c1	-16	1	0.9	0.72	10	-1
43	O=C(COC(=O)/C=C/c1cccc([N+](=O)[O-])c1)NCc1ccc2c(c1)OCO2	-7	4	0.9	-0.23	8	-3
44	O=C(Cn1ncc2c(=O)oc3ccccc3c21)NCC1CCCO1 (centres undefined)	-3	5	0.9	/	13	-10
45	Cc1cnnn1-c1ccc([N+](=O)[O-])cc1	2	8	0.9	-3.2*	10	6

entry	SRC2 TRFRET art	PPARg SRC3 recr	PMI act hi M6P	PPARg SRC2 recr	PMI activator
31	1620	-8	0.9	4	1
32	1523	3	0.9	2	0.8
33	1508	2	0.9	5	0.9
34	1533	6	1.3	11	1.1
35	1540	1	0.9	2	0.9
36	1511	-1	1.2	7	1.2
37	1539	9	0.9	12	1
38	1543	2	1.2	10	1.1
39	1401	-6	0.9	-1	0.9
40	1598	-11	1	-2	1
41	1554	-11	1.1	2	1
42	1481	0	0.9	7	0.9
43	1615	2	1	0	0.9
44	1502	20	0.9	10	1
45	1652	4	1.1	9	1.1

# Later entries.
entry	SMILES	S1P3 antagonist	PPARg SRC1 recr	Diaph act CS	ROMK primary	Diaph inh CS	G6PDH CS
46	O=C(Cn1nnc2c(cnn2-c2ccc(F)cc2)c1=O)Nc1ccccc1C(F)(F)F	-12	0	1	0.32	0	12
47	c1ccc2c3c([nH]c2c1)-c1[nH]ncc1CC3	-12	15	0.4	0.6	64*	17
48	CCOC(=O)C1CCN(C(=O)COc2ccc(Cl)cc2Cl)CC1	-5	6	0.9	/	7	12
49	Cc1nccc2oc(=O)c(NC(=O)c3ccc(Cl)cc3)cc12	-31	0	1.1	-0.43	-7	-4

entry	SRC2 TRFRET art	PPARg SRC3 recr	PMI act hi M6P	PPARg SRC2 recr	PMI activator
46	1467	5	1.1	8	1
47	1452	16	0.6	-1	0.5
48	1741	12	0.9	4	1
49	1382	-1	1.1	-3	1.2
